TCR-CD3 inh = human TCR-CD3 binding inhibition; inhibition, % at 9.4 µM; TAMRA-labeled TCR probe fluorescence, biochemical; 0.37% of 360,000 active; AID 651800; in the data active = inhibition above about 19%;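 also: recombinant mutant TCR 2C K166C tagged with TAMRA read by polarization; 0% = receptor in buffer alone and 100% = receptor with positive control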
Rev-erbA mod = modulates human Rev-erb alpha binding to DNA; P20393; Rev-erbα–FITC-DNA binding, fluorescence polarization, 90 min; activity, % at 10 µM; 0.79% of 370,000 active; AID 1259318;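 active = activity above about 14%, limit read from the data; passing the limit was not always enough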;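 also: 0% = DMSO wells with 35 nM protein and 100% = DMSO wells with 750 nM protein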
Target sequence (P20393 whole entry, looked up): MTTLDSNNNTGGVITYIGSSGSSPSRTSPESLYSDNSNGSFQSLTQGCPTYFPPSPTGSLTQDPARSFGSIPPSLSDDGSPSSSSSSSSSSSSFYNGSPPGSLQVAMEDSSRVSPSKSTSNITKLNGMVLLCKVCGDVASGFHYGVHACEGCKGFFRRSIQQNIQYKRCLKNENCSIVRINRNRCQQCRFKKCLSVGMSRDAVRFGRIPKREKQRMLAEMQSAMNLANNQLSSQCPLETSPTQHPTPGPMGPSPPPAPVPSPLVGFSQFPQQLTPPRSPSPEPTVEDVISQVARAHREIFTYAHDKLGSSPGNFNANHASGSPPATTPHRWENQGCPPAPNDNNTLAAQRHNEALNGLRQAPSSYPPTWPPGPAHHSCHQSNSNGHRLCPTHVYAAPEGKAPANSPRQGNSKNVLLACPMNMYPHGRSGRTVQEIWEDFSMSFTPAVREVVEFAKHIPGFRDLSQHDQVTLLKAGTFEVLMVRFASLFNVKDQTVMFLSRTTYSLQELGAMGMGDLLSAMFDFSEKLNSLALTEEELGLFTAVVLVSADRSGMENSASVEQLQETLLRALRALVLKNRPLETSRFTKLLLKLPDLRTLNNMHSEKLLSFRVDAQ
PG9 Ab binder = binds the HIV-1 gp120 antibody PG9. 0.43% of 360,000 active. TR-FRET gp120-PG9 antibody binding. AID 624416. inhibition, % at 6.7 µM; in the data active = inhibition above about 8.5%
mABHD4 FP = inhibitors of mouse ABHD4. Q8VD66. purified mABHD4, FP-Rh probe fluorescence polarization. inhibition, % at 8.92 µM. 0.54% of 370,000 active. AID 720543;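 active = inhibition exceeding the mean over every tested compound plus 3 SD, cut at about 30% in these data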;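 also: 0% = plate median of compound wells and 100% = S159A mutant with DMSO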
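Doses – 8.92 µM, single dose · Material – wild-type mouse ABHD4 protein · Replication – single well per compound (singlicate) · Measure – percent inhibition of probe binding, normalized to plate controls · Schedule – 45 min compound pre-incubation plus 60 min probe step, 25 °C · Detection – fluorescence polarization with parallel and perpendicular emission, 525/598 nm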
LEDGF integ inh = blocks HIV-1 LEDGF/p75-dependent DNA integration. TR-FRET IN-LEDGF/p75 DNA integration, Eu/Cy5. inhibition, % at 3.7 µM. 0.64% of 370,000 active. AID 743269;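 active = inhibition above the screen-wide mean plus 3 SD, cut at about 13% in these data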;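 also: signal is the Cy5 over europium emission ratio at 671 and 618 nm; 0% = plate median of compound wells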
UHRF1 binding = human UHRF1 methylated DNA binding inhibitors; 0.75% of 370,000 active; AID 687016; UHRF1 binding to methylated oligo, TR-FRET; inhibition, % at 4.4 µM; in the data active = inhibition above about 21%;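 also: UHRF1 SRA domain binding a hemimethylated CpG hairpin DNA probe; 0% = median of test compound wells and 100% = reference inhibitor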
MBD2 inh = blocks human MBD2 binding to methylated DNA; TR-FRET, MBD2 binding to methylated oligonucleotide; inhibition, % at 4.4 µM; 0.31% of 370,000 active; AID 686964; in the data active = inhibition above about 13%
PRMT1 FP inh = inhibitors of human PRMT1; Q99873; recombinant PRMT1, activity-based probe fluorescence polarization; inhibition, % at 2.79 µM; 1.3% of 370,000 active;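 active = inhibition above about 21% made by adding two undisclosed values, limit read from the data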
rCAG binder = binds r(CAG) RNA repeats | r(CAG) RNA repeat, TO-PRO-1 dye displacement fluorescence | inhibition, % at 3 µM | 1.3% of 370,000 active | AID 651821;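 active = inhibition above the plate cutoff, the mean of all test compounds on that plate plus 3 SD, cut at about 35% in these data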;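 also: 0% = DMSO alone and 100% = 100 µM mitoxantrone as full dye displacement; higher means more dye released from RNA so lower well fluorescence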
HTRA1 inhibitor = inhibitors of human serine peptidase HTRA1; Q92743; recombinant HTRA1, FP-rhodamine activity-based probe, fluorescence polarization; inhibition, % at 5.96 µM; 0.5% of 340,000 active; in the data active = inhibition above about 36%;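 also: 0% = enzyme with DMSO and 100% = wells lacking enzyme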
Target sequence (Q92743 whole entry, looked up): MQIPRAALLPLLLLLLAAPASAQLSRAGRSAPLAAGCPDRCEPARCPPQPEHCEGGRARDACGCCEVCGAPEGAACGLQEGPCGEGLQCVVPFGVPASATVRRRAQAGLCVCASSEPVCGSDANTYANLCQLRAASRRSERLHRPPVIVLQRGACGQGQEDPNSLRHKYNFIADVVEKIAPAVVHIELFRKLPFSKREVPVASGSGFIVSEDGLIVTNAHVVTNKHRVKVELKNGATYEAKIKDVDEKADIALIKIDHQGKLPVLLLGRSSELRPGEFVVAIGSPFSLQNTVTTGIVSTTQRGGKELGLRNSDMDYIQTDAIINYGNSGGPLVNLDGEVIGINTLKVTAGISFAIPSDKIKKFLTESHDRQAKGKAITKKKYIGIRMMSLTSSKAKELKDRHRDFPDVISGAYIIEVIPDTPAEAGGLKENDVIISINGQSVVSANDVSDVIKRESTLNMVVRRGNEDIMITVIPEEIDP
* = called active by the depositor; . = no result given. This is a subset; rates above refer to the full screens.

SMILES	TCR-CD3 inh	Rev-erbA mod	PG9 Ab binder	mABHD4 FP	LEDGF integ inh	UHRF1 binding	MBD2 inh	PRMT1 FP inh	rCAG binder	HTRA1 inhibitor
COc1ccc(C(=O)NC(=S)Nc2ccc([N+](=O)[O-])cc2C)cc1OC	6	1	0.0	1	0	0	3	0	0	-7
CS(=O)(=O)N(Cc1cc2ccccc2[nH]c1=O)C1CCCCC1	2	0	-1.6	8	-1	13	-1	0	-2	-1
Cc1ccc(-c2csc(NC(=O)c3cc([N+](=O)[O-])ccc3N3CCOCC3)n2)cc1	-2	1	1.8	-8	3	3	-1	-9	5	5
COc1ccccc1NS(=O)(=O)c1ccc(NC(=O)c2ccccn2)cc1	0	-5	-1.1	-7	1	1	-1	0	4	-9
CCn1nc(C(=O)NCC2COc3ccccc3O2)c2ccccc2c1=O (stereo unspecified)	7	11	0.0	1	3	1	-3	3	0	-6
CCOc1ccccc1CN1CCNC(=O)C1CC(=O)NCc1nccn1CC (stereo unspecified)	4	-8	-2.5	-13	5	0	4	-2	2	8
CCCS(=O)(=O)N1CCC(C(=O)NCCN2CCC(Cc3ccccc3)CC2)CC1	1	4	0.8	-4	-9	6	2	-4	0	1
CCOc1ccccc1NC(=O)C(NCCN(C)C)c1ccccc1 (stereo unspecified)	-5	0	-0.9	11	1	0	-1	-1	-1	-4
O=C(NCc1ccccn1)c1ccc([N+](=O)[O-])cc1	2	2	0.7	5	-1	-2	-3	-1	-1	-5
CCC(=O)N1CCC1(C)C(=O)Nc1ccc(F)cc1 (stereo unspecified)	6	-2	1.3	-7	3	0	5	4	3	.
CCN1CCc2c(sc(NC(=O)c3ccc(S(=O)(=O)N4CCOCC4)cc3)c2C(=O)OC)C1	-7	-1	0.5	-4	-1	18	9	-1	-8	38*
COc1ccc(/C=C/C(=O)NC(=S)Nc2ccc(S(N)(=O)=O)cc2)cc1	4	4	-2.4	-2	2	-2	5	0	7	2
Nc1nonc1C(=Nc1ccc(Br)cc1)NO	7	-2	-1.2	-2	0	-2	1	-2	2	-9
O=C(NCc1ccc(F)cc1)c1cc2ccccc2o1	2	1	-0.3	-3	6	2	2	-3	1	-10
Cc1ccccc1NC(=O)Cc1nc(COC(=O)CCNS(=O)(=O)c2ccccc2)cs1	0	-3	-0.8	6	-1	-4	-1	-1	3	-8
COc1cccc(CNC(=O)CS(=O)(=O)Cc2nc(-c3ccc(C)cc3)oc2C)c1OC	8	2	1.0	-1	1	0	-10	-3	5	-13
O=S1(=O)CCO[C@H]2Cc3ccccc3[C@H]2N1Cc1ccc(Cl)cc1	1	-2	-2.1	2	0	-1	-1	-1	-4	-15
COc1ccc(CCNC(=O)c2cc(=O)c3cc(C)ccc3o2)cc1	-6	3	0.6	-2	-4	-1	-1	-3	3	-7
COc1ccc(NC(=O)c2cc(OC)c(OC)c(OC)c2)cc1S(=O)(=O)N1CCCCC1	-8	-8	-0.2	-6	0	2	-4	7	0	-4
C=CCOc1ccc(CNn2cn[nH]c2=S)cc1	3	-2	0.8	4	-3	1	2	-2	1	-4
O=C(NCC(O)CN1CCOCC1)c1ccc([N+](=O)[O-])cc1 (stereo unspecified)	2	-2	-3.4	1	-4	1	-3	-1	0	-3
COC(OC)c1ccnc(-c2ccc(OC(=O)c3cccs3)cc2)n1	-6	-7	-0.9	-2	1	1	-1	3	-6	-5
O=C(O)CSC1CC(=O)N(c2ccc(F)cc2)C1=O (stereo unspecified)	-2	-1	-0.8	-10	5	5	-1	26*	2	-1
Cc1ccc(C)c(N(C)C(=O)CCS(=O)(=O)c2cccc3nonc23)c1	1	-3	0.8	11	0	0	5	2	-4	-6
CCCn1ncc(CN2CCC(N3CCC(C(=O)N4CCOCC4)CC3)CC2)c1C	-2	-2	1.4	0	-4	4	-2	0	-2	-2

Continuation.
SMILES	TCR-CD3 inh	Rev-erbA mod	PG9 Ab binder	mABHD4 FP	LEDGF integ inh	UHRF1 binding	MBD2 inh	PRMT1 FP inh	rCAG binder	HTRA1 inhibitor
Cc1ccc(NC(=O)CCCc2nc3ccccc3s2)c(O)c1	-5	1	-1.4	-7	-4	3	-1	0	-1	-8
Cc1ccc(C(C)C)c(OCC(=O)NNC(=O)Cc2ccc(S(=O)(=O)N3CCOCC3)s2)c1	-3	-2	0.9	-8	1	-2	-1	-4	16	-3
CC(C)OC(=O)CSc1nnc(-c2cnccn2)n1-c1ccccc1	0	6	2.1	-1	-3	2	-2	-2	-6	1
COc1ccccc1Oc1ccnc2cc(Cl)ccc12	9	6	-2.0	-8	0	-1	0	0	-2	-12
CCOC(=O)c1c(C)[nH]c(C)c1S(=O)(=O)N(C)CC(=O)NCc1cccc(Br)c1	-12	-5	1.8	-7	4	1	-4	-1	2	-5
CCN(CC(=O)NCc1cccs1)C(=O)c1cccc(S(=O)(=O)N2CC(C)OC(C)C2)c1 (stereo unspecified)	8	-4	2.9	0	1	8	-7	3	3	-4
COc1ccc(NC(=O)CSCC(=O)N2CCCc3ccccc32)cc1	9	4	-1.3	-3	2	-1	2	-2	-4	-4
CCOC(=O)N1CCN(S(=O)(=O)c2ccc(C(=O)Nc3nnc(C4CC4)o3)cc2)CC1	4	1	-3.1	-3	1	-2	-2	0	17	6
CCN(CC)CCCn1c2c(c(SCC(=O)Nc3ccc4c(c3)OCO4)nc1=O)CCC2	4	2	-1.6	4	3	0	1	1	-2	-4
CCOc1ccc2nc(SCC(=O)NCc3ccccc3)[nH]c2c1	3	9	0.4	-7	4	0	-2	-5	1	-8
CN(Cc1ccccc1)C1CCCN(C(=O)c2ccc(Cl)s2)C1 (stereo unspecified)	-3	-2	-1.1	5	-2	0	1	-1	-8	-6
CCN(CC)C(=O)[C@H]1C[C@H](CC(=O)NCCC2=CCCCC2)C(=O)N2CCc3c([nH]c4cc(CCC(=O)N(C)C)ccc34)[C@]12C	-11	6	-2.0	-3	7	2	-3	-3	0	1
Cc1ccc(C(=O)Nc2cccc(NC(=O)c3ccc(C)c([N+](=O)[O-])c3)n2)cc1[N+](=O)[O-]	-2	-6	-1.7	-15	-2	4	2	4	2	1
Cc1ccc(C(=O)Oc2coc(CSc3ncccn3)cc2=O)cc1[N+](=O)[O-]	.	-3	.	0	3	3	-1	-4	.	.
O=C(NCCNC(=O)c1ccccn1)c1ccc(Cl)cc1	9	4	-0.6	-1	5	0	2	0	-2	3
CCn1c(=S)[nH]c2cc(Cl)ccc21	-8	-1	3.7	2	-1	7	2	1	-3	0
Cc1cc(NC(=O)COC(=O)C2CC(=O)N(c3ccc(Br)cc3)C2)no1 (stereo unspecified)	3	-2	-0.9	-3	1	1	3	1	3	2
CC1CN(C(=O)c2cc3c(=O)n4ccccc4nc3s2)CC(C)O1 (stereo unspecified)	7	-3	0.7	6	4	-2	-7	2	1	5
O=C(NCCCN1CCCC1=O)c1cccc(S(=O)(=O)Nc2ccccc2Cl)c1	1	8	-0.4	0	8	-3	3	-6	4	5
O=C(O)C1CSC(c2ccc(O)c([N+](=O)[O-])c2)N1 (stereo unspecified)	3	-3	0.3	-1	0	0	1	6	-1	9
Cc1ccc(CSC2=NCCN2S(=O)(=O)c2ccc(F)cc2)cc1	4	7	-1.6	-10	2	-1	2	-3	-2	-14
COP(=O)(OC)c1nc(-c2ccc([N+](=O)[O-])cc2)oc1N1CCCCC1	-1	2	-2.6	0	3	-1	-10	-1	-9	0
COc1ccccc1N1CC=C(c2cccc([N+](=O)[O-])c2)NC1=O	-5	1	-0.3	2	0	-1	3	3	5	3
COc1ccccc1CNC(=O)CCS(=O)(=O)c1cccs1	-3	0	-0.5	-4	-2	0	1	1	-1	-3
CCOc1ccc(CN2CCN(Cc3cccn3-c3cccnc3)CC2CCO)cc1 (stereo unspecified)	-3	3	-2.3	-1	-4	1	2	2	-8	4

Results in HTRA1 inhibitor, for two of the compounds above:
SMILES,HTRA1 inhibitor
CN(Cc1ccccc1)C1CCCN(C(=O)c2ccc(Cl)s2)C1 (stereo unspecified),-6
CCN(CC)C(=O)[C@H]1C[C@H](CC(=O)NCCC2=CCCCC2)C(=O)N2CCc3c([nH]c4cc(CCC(=O)N(C)C)ccc34)[C@]12C,1

New compounds follow:
SMILES	TCR-CD3 inh	Rev-erbA mod	PG9 Ab binder	mABHD4 FP	LEDGF integ inh	UHRF1 binding	MBD2 inh	PRMT1 FP inh	rCAG binder	HTRA1 inhibitor
Cc1noc(C)c1C(=O)N1CCC1(C)C(=O)NS(=O)(=O)c1ccc(C#N)cc1 (stereo unspecified)	-4	3	0.7	4	0	0	3	4	1	.
Cc1nn(C)c(C)c1/C=C/C(=O)c1cccs1	-2	-2	0.1	-1	0	-3	1	-1	-6	2
Nc1nc(SCc2ccccc2[N+](=O)[O-])c2ncn(Cc3ccccc3)c2n1	3	5	-1.0	-8	4	0	-2	-1	3	-21
NS(=O)(=O)c1ccc(NC(=S)NC2CCCCC2)cc1	3	-2	0.4	-6	4	-2	-3	9	3	0
Cc1ccc(S(=O)(=O)NCCCCCC(=O)NC(C)(C)CO)cc1	3	-4	1.5	5	-3	-1	0	-2	-2	-2
COCC(=O)NC1CCN(C(=O)Nc2ccc(Br)cc2)CC1	1	2	1.3	1	1	8	6	2	2	-2
CCCc1ccc(C(=O)NNc2cccc(C)c2)cc1	-6	3	1.7	-12	2	2	8	5	-5	5
Cc1ccc(NS(=O)(=O)c2ccc3c(c2)NC(=O)CCS3)c(Br)c1	-6	-5	-0.8	8	-1	29*	1	5	8	4
O=C(Nc1cc(Br)ccc1O)c1cc(-c2ccccc2)on1	9	-4	-2.6	-2	-6	-1	-1	0	4	1
COc1ccc(/C=N/Nc2ncc(-c3ccccc3)cn2)c(OC)c1	-3	-19	-1.4	4	-6	2	6	0	9	1
CC(C)CNc1nc(=S)nc(N(C)C)[nH]1	-10	0	1.0	1	-6	0	-2	4	-3	1
C#CC(C)(CC)NC(=O)c1cc2cccc(CC=C)c2oc1=O (stereo unspecified)	6	-2	-0.1	-3	-3	-2	-1	0	1	-10
Cc1ccc2nc(-c3ccccc3)cc(C(=O)N3CCN(S(=O)(=O)c4c(C)noc4C)CC3)c2c1	-4	9	-2.0	0	4	-1	0	-7	2	4
COc1ccc(CC(=O)Nc2ccc(S(=O)(=O)N3CCN(C)CC3)cc2)cc1	1	3	-0.2	3	0	0	1	-1	2	-3
Cc1ccccc1OCCN1C(=O)c2ccccc2C1=O	4	5	-1.1	-9	-1	-1	2	0	-6	-8
CCn1cc(S(=O)(=O)N2CCN(Cc3ccc(F)cc3)CC2)cn1	10	2	-2.0	-1	5	-5	-6	0	-2	4
COc1cc2c3c(c1OC)C1(C=CC(=O)C=C1)CC3N(C(C)=O)CC2 (stereo unspecified)	-4	-1	-0.6	9	0	1	1	1	-5	2
CCOc1ccc2nc(SCC(=O)NCC3CCCO3)c(C#N)cc2c1 (stereo unspecified)	1	3	-1.1	-2	3	7	3	1	2	1
CCN(CC)C1CCN(C(=O)c2cc(COc3ccccc3SC)on2)C1 (stereo unspecified)	0	-8	-1.3	-9	-2	4	0	-6	-6	-4
CNc1nc(C)c(C(C)(C)C)s1	-3	-1	1.5	3	3	1	5	0	-5	-4
CCC(c1nnnn1C(C)(C)CC)N(CCCO)Cc1cc2cccc(C)c2[nH]c1=O (stereo unspecified)	3	-2	-0.6	-1	-1	-3	-5	-1	-6	-6

Source: PubChem BioAssay (several laboratories)
